From PubChem
Jurkat NFkB inh = inhibitors of the PMA/ionomycin-induced NF-kB reporter in Jurkat cells. PMA/ionomycin-induced NF-kB luciferase reporter, luminescence. AID 435003. 330,000 compounds, 0.53% hits. inhibition, % at 4 µM
Gli-Sufu antag = Gli-Sufu pathway antagonism. 340,000 compounds, 0.74% hits. inhibition, % at 5 µM. Sufu-KO-LIGHT fibroblasts, Gli luciferase reporter luminescence. AID 588413;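 active = inhibition above about 55%, limit read from the data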;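 note: 0% = DMSO-treated cells and 100% = wells with medium but no cells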
SENP7 inh = blocks the human protease SENP7; Q9BQF6; recombinant SENP7, Z-RLRGG-aminoluciferin luminescence, 40 min; inhibition, % at 5 µM; 330,000 compounds, 1.5% hits;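 active = inhibition above about 50% at the single test dose, limit read from the data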;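 note: plate controls were DMSO with enzyme for no effect and no enzyme buffer wells for full effect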
697 NFkB inh = lowers PMA/ionomycin-induced NF-kB signal in 697 B cells; 697 B-cell NF-kB luciferase reporter, 16 h; inhibition, % at 4 µM; 330,000 compounds, 0.33% hits; in the data active = inhibition above about 35%
SENP8 block = SENP8 protease inhibition | purified SENP8, Z-RLRGG-aminoluciferin cleavage, luminescence | inhibition, % at 10 µM | 330,000 compounds, 1.2% hits
Apaf-1 inh = blocks human Apaf-1 apoptosome activity; O14727; reconstituted apoptosome caspase-3 activity, DEVD-Rh110 fluorescence; inhibition, % at 20 µM; 330,000 compounds, 0.71% hits; AID 489030; active = inhibition of at least 40% at 20 µM;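 note: plate controls were DMSO wells for no effect and DEVD-CHO caspase inhibitor wells for full effect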
Target sequence (O14727 whole entry, looked up): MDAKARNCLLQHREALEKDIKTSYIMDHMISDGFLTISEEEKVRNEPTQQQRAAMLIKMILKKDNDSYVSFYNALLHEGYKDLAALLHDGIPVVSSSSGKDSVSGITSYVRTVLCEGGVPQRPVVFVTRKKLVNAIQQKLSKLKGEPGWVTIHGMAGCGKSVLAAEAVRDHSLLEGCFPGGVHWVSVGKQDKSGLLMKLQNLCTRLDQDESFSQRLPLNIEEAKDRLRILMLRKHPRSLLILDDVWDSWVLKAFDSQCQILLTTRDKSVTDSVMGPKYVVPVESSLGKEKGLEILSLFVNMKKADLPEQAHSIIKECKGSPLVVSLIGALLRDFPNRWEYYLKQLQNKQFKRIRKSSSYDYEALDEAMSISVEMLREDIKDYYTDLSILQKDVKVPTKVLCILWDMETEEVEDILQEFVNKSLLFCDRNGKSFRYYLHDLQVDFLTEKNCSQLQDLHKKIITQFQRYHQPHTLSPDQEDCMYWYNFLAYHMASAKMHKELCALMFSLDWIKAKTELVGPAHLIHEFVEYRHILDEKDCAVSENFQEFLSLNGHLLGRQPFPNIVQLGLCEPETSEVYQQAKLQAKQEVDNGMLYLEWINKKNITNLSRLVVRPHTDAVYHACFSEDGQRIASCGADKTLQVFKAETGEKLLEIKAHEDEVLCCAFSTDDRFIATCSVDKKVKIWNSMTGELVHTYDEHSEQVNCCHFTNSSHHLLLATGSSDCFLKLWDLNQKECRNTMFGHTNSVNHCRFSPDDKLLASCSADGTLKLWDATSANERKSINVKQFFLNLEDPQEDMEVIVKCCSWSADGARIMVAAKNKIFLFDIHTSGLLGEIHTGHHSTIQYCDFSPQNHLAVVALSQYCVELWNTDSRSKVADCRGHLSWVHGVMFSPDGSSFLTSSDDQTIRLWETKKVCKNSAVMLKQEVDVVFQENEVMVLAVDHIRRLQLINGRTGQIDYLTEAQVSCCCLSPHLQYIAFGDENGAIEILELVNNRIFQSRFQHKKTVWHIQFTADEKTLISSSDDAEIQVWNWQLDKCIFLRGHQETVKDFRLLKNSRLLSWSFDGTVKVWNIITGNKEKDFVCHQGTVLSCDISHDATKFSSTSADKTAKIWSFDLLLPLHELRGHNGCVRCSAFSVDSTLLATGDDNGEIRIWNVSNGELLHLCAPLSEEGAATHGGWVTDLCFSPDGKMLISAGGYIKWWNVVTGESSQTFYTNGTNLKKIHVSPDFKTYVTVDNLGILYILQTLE
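System: reconstituted apoptosome with Apaf-1, cytochrome c, caspase-9, procaspase-3, dATP; Signal: Rh110 fluorescence intensity; Schedule: 30 min compound preincubation, 50 min activation, room temperature; Reagent: cytochrome c trigger plus (Z-DEVD)2-Rh110 caspase-3 substrate.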
UBC13 polyUb = inhibitors of human UBC13 polyubiquitin chain formation; 330,000 compounds, 0.47% hits; P61088; AID 485273; inhibition, % at 20 µM; TR-FRET; in the data active = inhibition above about 45%, passing the limit was not always enough; inconclusive = no clear call, values can overlap the other calls
HKDC1 inh = inhibitors of human hexokinase HKDC1 | Q2TB90 | recombinant HKDC1, G6PDH/diaphorase resazurin coupled fluorescence | inhibition, % at 20 µM | 340,000 compounds, 0.16% hits | AID 493160;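 active = inhibition above about 35% when tested at 20 µM, limit read from the data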;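 note: plate controls were DMSO wells with enzyme for no effect and DMSO wells lacking enzyme for full effect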
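test system = in-house recombinant HK5 (HKDC1) enzyme | amount = HKDC1 at 5 µg/mL | control set = DMSO-enzyme wells negative, buffer-substituted wells positive | compound = one dose of 20 µM, 1% DMSO | schedule = reaction time 90 min, room temperature, protected from light | technique = resorufin fluorescence at 613 nm | reagent = glucose with 1 mM ATP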
* = called active by the depositor; ? = inconclusive; · = not tested or not shown. Cut-off read from the data, not from the text of the source, unless noted: active = inhibition above about 50%; inactive = the rest. Rows are unselected. Share with any hit: about 3.6%.

Each structure is followed by: Gli-Sufu antag	Apaf-1 inh	697 NFkB inh	HKDC1 inh	SENP7 inh	SENP8 block	UBC13 polyUb	Jurkat NFkB inh
O=C(C1CCCCC1)N(Cc1ccccc1)c1ccccn1
    -2	-154	21	3	6	4	8	7
Cc1nc2ccccc2c(=O)n1/N=C/c1ccccc1O
    -16	-6	-54	-9	-1	0	4	-45
COC(=O)c1[nH]c2cc(OC)ccc2c1NC(=O)c1nonc1C
    0	-9	-19	-2	0	2	1	42
CCc1ccc(OCC(O)Cn2c(N3CCCCC3)nc3c2c(=O)[nH]c(=O)n3C)cc1 (stereo not given)
    11	0	-21	-1	0	-5	8	-6
O=C(NCCCN1CCCCCC1)c1ccc(N2CCCC2=O)cc1
    6	13	-9	-13	2	4	6	-2
CCCc1nc2ccc(N)cc2c(=O)n1Cc1ccccc1Cl
    -20	2	-7	8	-5	-10	-1	-6
Cc1cc(Cl)c2oc(C(=O)N(C)CCc3cnn(C)c3)c(C)c2c1
    -28	7	-2	4	7	-2	-1	-3
CC(C)C(=O)N=c1sc2cccc(F)c2n1C
    2	-13	10	-3	6	-3	24	16
Cc1ccc(NC(=O)CCCC(=O)O)c(-c2nc3ccccc3[nH]c2=O)c1
    -9	0	-7	-5	-3	4	-13	-12
C/C(=N/NS(=O)(=O)c1ccc(C)cc1)c1ccc(NC(=O)C(F)(F)F)cc1
    0	-3	-12	0	-4	5	-3	18
COc1ccc(C(=O)NCCS(=O)(=O)N2CCN(Cc3ccccc3)CC2)cc1
    -3	1	11	-1	-6	5	-1	1
CCCc1cc(C(=O)NNC(=S)Nc2cccc(C)c2)cs1
    -57	26	-98	-25	94*	80*	-10	-42
Cc1ccc(C)c(NC(=O)CSc2nc3[nH]ncc3c(=O)[nH]2)c1
    -3	9	13	2	-3	-4	-1	4
CCOc1cc(C(=O)N/N=C/c2ccoc2)cc(OCC)c1OCC
    -3	-6	17	-5	-1	-3	-5	-8
CS(=O)(=O)c1ccc(Cl)c(C(=O)Nc2ccc3nc(N4CCOCC4)sc3c2)c1
    -7	-6	-2	8	-3	-4	-8	-15

Sorted by formula weight (rising): 14 of the compounds above
Each structure is followed by: Gli-Sufu antag	Apaf-1 inh	697 NFkB inh	HKDC1 inh	SENP7 inh	SENP8 block	UBC13 polyUb	Jurkat NFkB inh
CC(C)C(=O)N=c1sc2cccc(F)c2n1C
    2	-13	10	-3	6	-3	24	16
Cc1nc2ccccc2c(=O)n1/N=C/c1ccccc1O
    -16	-6	-54	-9	-1	0	4	-45
O=C(C1CCCCC1)N(Cc1ccccc1)c1ccccn1
    -2	-154	21	3	6	4	8	7
CCCc1nc2ccc(N)cc2c(=O)n1Cc1ccccc1Cl
    -20	2	-7	8	-5	-10	-1	-6
Cc1ccc(C)c(NC(=O)CSc2nc3[nH]ncc3c(=O)[nH]2)c1
    -3	9	13	2	-3	-4	-1	4
COC(=O)c1[nH]c2cc(OC)ccc2c1NC(=O)c1nonc1C
    0	-9	-19	-2	0	2	1	42
CCCc1cc(C(=O)NNC(=S)Nc2cccc(C)c2)cs1
    -57	26	-98	-25	94*	80*	-10	-42
O=C(NCCCN1CCCCCC1)c1ccc(N2CCCC2=O)cc1
    6	13	-9	-13	2	4	6	-2
CCOc1cc(C(=O)N/N=C/c2ccoc2)cc(OCC)c1OCC
    -3	-6	17	-5	-1	-3	-5	-8
Cc1ccc(NC(=O)CCCC(=O)O)c(-c2nc3ccccc3[nH]c2=O)c1
    -9	0	-7	-5	-3	4	-13	-12
C/C(=N/NS(=O)(=O)c1ccc(C)cc1)c1ccc(NC(=O)C(F)(F)F)cc1
    0	-3	-12	0	-4	5	-3	18
COc1ccc(C(=O)NCCS(=O)(=O)N2CCN(Cc3ccccc3)CC2)cc1
    -3	1	11	-1	-6	5	-1	1
CCc1ccc(OCC(O)Cn2c(N3CCCCC3)nc3c2c(=O)[nH]c(=O)n3C)cc1 (stereo not given)
    11	0	-21	-1	0	-5	8	-6
CS(=O)(=O)c1ccc(Cl)c(C(=O)Nc2ccc3nc(N4CCOCC4)sc3c2)c1
    -7	-6	-2	8	-3	-4	-8	-15

Next section.
Each structure is followed by: Gli-Sufu antag	Apaf-1 inh	697 NFkB inh	HKDC1 inh	SENP7 inh	SENP8 block	UBC13 polyUb	Jurkat NFkB inh
COc1ccc(Cl)cc1C(=O)N1CCC2(CC1)CC(=O)c1ccccc1O2
    17	7	-12	-10	1	0	3	16
COc1ccc(S(=O)(=O)n2cnc3cc(C)c(C)cc32)cc1C
    21	0	-12	17	3	13	5	12
CCOC(=O)CNC(=O)OC1CCN2Cc3ccccc3N=C12 (stereo not given)
    6	10	-27	-9	-4	-1	-8	-47
Cn1c(=O)oc2cc(S(=O)(=O)Nc3ccc4c(c3)OCO4)ccc21
    4	7	2	2	3	-3	-11	-2
CCCOC(=O)c1ccc(OCC(O)CN2C(=O)NC(C)(C)C2=O)cc1 (stereo not given)
    -4	-7	9	11	2	-6	10	4
CCOC(=O)c1c(C)cc(C)[nH]c1=O
    2	0	-30	-4	2	-9	-3	-11
COc1ccc(S(=O)(=O)Nc2cccc3c2O[C@H](CN(C)S(=O)(=O)c2ccc(Cl)cc2)[C@H](C)CN([C@H](C)CO)C3=O)cc1
    5	18	13	2	9	2	13	12
CCOC(=O)c1sc2nc(N3CCOCC3)c3c(c2c1N)CCCC3
    3	20	-7	-3	-4	-15	13	-15
CCOc1cc(C(=O)N(CC)CC(=O)Nc2ccc3c(c2)OCCO3)ccc1OC
    16	-2	13	2	-2	-4	1	-4
CCCC(=O)Nc1sc(-c2ccccc2)c(-c2ccccc2)c1C(=O)O
    5	11	-1	7	-5	1	-14	-3
CCOC(=O)C1(CCOC)CCN(Cc2cc3ccccc3s2)CC1
    -5	-2	-18	-4	-4	-1	0	6
CC(C)CC(=O)O/N=C1\C(=O)N(c2ccccc2)c2ccccc21
    -3	5	-20	12	-5	-6	-5	3
Cc1cc([N+](=O)[O-])cc(C)c1OCC(=O)N/N=C/c1ccc(OC(=O)c2ccccc2Br)cc1
    2	-3	-5	-3	5	-4	-11	7
CCc1cc2c(Nc3ccccc3O)nc(C)nc2s1
    12	3	-2	-3	2	1	11	6
COc1ccc(N(C)S(=O)(=O)c2cccc(C(=O)NC3=NCCS3)c2)cc1
    5	-1	10	-10	8	12	5	7
COC(=O)c1ccccc1NC(=O)Cn1cnc2ccc(S(=O)(=O)N3CCC(C)CC3)cc2c1=O
    0	18	-2	-4	-1	-7	-13	-5
COc1cc(C(=O)O[C@H]2CC(C)=CC[C@@]3(C)CC[C@@](O)(C(C)C)[C@H]23)ccc1O
    -1	32	5	-2	-3	-1	8	-16
CCCOC(=O)c1c(N)sc(C(=O)OCC)c1C
    -22	-1	-45	-13	-6	-8	8	-25
COCCNC(=O)C(c1cccs1)N(Cc1ccccc1)C(=O)Cn1nnc2ccccc21 (stereo not given)
    -5	1	-5	-4	3	7	-4	4
CCOc1ccc(C(C)=O)cc1NC(=O)/C=C\C(=O)O
    -3	3	12	11	1	4	-8	-19
Cc1cccc(-n2ncc3c(NC4CCCCC4)ncnc32)c1
    -109	11	-235	2	7	-4	17	-156
CCOC(=O)C1CCN(C(=O)Cn2ncc3c([nH]c4ccccc43)c2=O)CC1
    22	-2	17	-3	-2	0	7	12
CC(C)n1c(O)c(N=NC(=O)CNC(=O)CCc2ccccc2)c2ccccc21
    -1	-6	5	0	-2	-11	-14	11
OC(CNCc1ccccc1)(c1ccc(F)cc1)c1ccc(F)cc1
    6	13	-2	2	5	-13	15	0
COc1ccc(NC(=O)CSc2nc3cccnc3n2C)cc1
    0	-7	-6	6	-5	-3	-1	-11
Cc1sc2c(c1C)c(=O)nc1scc(CC(=O)O)n12
    2	0	11	7	-2	3	-3	1
COc1cc2nc(C3CCC3)n(NC(=O)C3CCC3)c(=O)c2cc1OC
    -5	-5	4	-6	-1	-1	4	-8
O=C(NCC(=O)N(c1ccc(F)cc1)C(C(=O)NC1CCCCC1)c1cccnc1)c1ccco1 (stereo not given)
    14	2	11	2	1	-1	10	-5
COc1cccc(/C(=N/O)C2CC2c2ccc(Cl)cc2)c1 (stereo not given)
    0	9	-7	-6	7	-3	-1	19
Cc1ccc(/C(N)=N/OC(=O)Oc2ccccc2)cc1
    -4	2	13	-3	4	-3	8	-8
CC/C(Cc1ccccc1)=N\NC(=O)c1cc([N+](=O)[O-])cc([N+](=O)[O-])c1
    2	-12	19	-3	1	4	-3	-8
CN(C)S(=O)(=O)N1CCC(Oc2cccc(C(=O)N3CCSCC3)c2)CC1
    5	1	-4	7	7	4	-10	-9
CC1(C)CC(=NO)CC(C)(C)N1
    -6	6	-2	4	-7	0	-8	1
CC(=O)Oc1ccc(C(=O)Nc2ccc(C3(C#N)CCCC3)cc2)cc1
    -60	6	-74	8	3	5	15	-48
COc1ccccc1-c1cn[nH]c1-c1ccc(O)cc1O
    0	-1	-9	2	7	-5	15	17
FC(F)(F)c1ccc(Nc2nnnc3ccccc23)cc1
    -22	-1	-24	0	0	6	1	-13
COC(=O)Cn1nc(-c2ccccc2)c2ccccc21
    -10	-13	10	-6	1	-5	10	-7
Cn1c(SCC(=O)N2CCCc3ccccc32)nnc1-c1cccs1
    -3	-11	11	6	-2	-1	4	3
CN(C)c1ccc(/C=N/NC(=O)c2ccc(CN3C(=O)c4cccc5cccc3c45)cc2)cc1
    ·	14	-23	·	-3	-8	-8	-29
N#Cc1c(C(F)(F)F)cc(-c2cccs2)nc1N1CCCCC1
    10	0	-26	-2	3	-4	?	-5
Cc1cccc2c(=O)oc(-c3ccccc3Cl)nc12
    5	-6	-18	-3	10	-7	-7	-7
CCCC(=O)N(Cc1cc(=O)[nH]c2ccccc12)c1ccc(OC)cc1
    7	8	3	0	5	9	8	-8
Brc1ccc(-c2nnc(-c3cccnc3)o2)cc1
    -28	-1	-32	-5	12	-8	-1	-30
N#CC1=C2N=C(N)c3c(sc4c3CCCCC4)N2C2=C(C(=O)CCC2)C1c1ccccc1 (stereo not given)
    10	18	-23	11	-8	-3	-26	-3
O=C(CCN1C(=O)/C(=C/c2ccccc2F)SC1=S)N[C@@H](CO)Cc1ccccc1
    -23	6	-8	-2	4	-16	-9	2
CC(=O)N1CCOc2ccc(S(=O)(=O)N3CCN(c4cccc(C(F)(F)F)c4)CC3)cc21
    19	17	-14	-1	5	2	-3	14
Cc1nn(-c2ccccc2)c2c1C(c1ccncc1)C(C#N)=C(N)O2 (stereo not given)
    -1	7	3	-6	-6	0	-1	3
CC(=O)N1CCN(c2ccc(NCc3cccs3)cc2)CC1
    5	0	-26	8	4	-5	-1	-7
O=C(CC1(O)C(=O)Nc2ccccc21)c1cccc(Br)c1 (stereo not given)
    -4	-5	12	-8	-8	-6	15	-3
